GLA spleen mod = qHTS Assay for Inhibitors and Activators of Human alpha-Galactosidase From Spleen Homogenate; Potency, µM (series often up to 80 µM), without a hit: at the top dose activity change, negative = inhibition, actives largely listed as inhibitors; hit rate 0.008% among 240,000; human spleen homogenate, 4MU-alpha-Gal fluorescence, 40 min;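 also: potency is read from the fitted curve at half-maximal effect; 0% = enzyme with vehicle and -100% = no enzyme basal signal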
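Human spleen homogenate (1 ug) was the enzyme source, with 4-methylumbelliferyl-alpha-D-galactopyranoside (1 mM final) in pH 5.0 citrate buffer with 0.01% Tween-20. Compounds were titrated; after 40 min at 37C, NaOH/glycine stop, 4-MU fluorescence read; AC50 from Hill fits.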
NPSR antagonist = qHTS Assay for Antagonists of the Neuropeptide S Receptor: cAMP Signal Transduction | Q6W5P4 | CHO-NPSR cells, cAMP TR-FRET, antagonist mode | Potency, µM (highest dose often 38.3 µM), for the others: at the highest dose activity change, negative = inhibition, hits mostly inhibitors | hit rate 1% among 220,000 | AID 1461, 2008; also: potency is read from the fitted curve at half-maximal effect; % is scaled to controls: 0 for no effect and ±100 for the full control effect; nearly all actives have a fitted effect of over 50% in size; many of its hits are not listed in these tables
Target sequence (Q6W5P4 whole entry, looked up): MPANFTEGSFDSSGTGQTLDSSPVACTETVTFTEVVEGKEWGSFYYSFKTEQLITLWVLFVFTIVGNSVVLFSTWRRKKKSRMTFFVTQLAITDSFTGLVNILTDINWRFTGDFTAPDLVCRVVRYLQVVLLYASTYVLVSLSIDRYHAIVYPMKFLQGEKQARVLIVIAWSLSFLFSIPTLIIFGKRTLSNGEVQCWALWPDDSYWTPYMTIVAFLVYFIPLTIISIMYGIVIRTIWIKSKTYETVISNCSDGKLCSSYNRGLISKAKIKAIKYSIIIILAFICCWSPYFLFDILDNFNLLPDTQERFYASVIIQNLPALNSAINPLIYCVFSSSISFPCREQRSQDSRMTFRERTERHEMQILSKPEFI
TRb SRC2 PPI = qHTS for Inhibitors of the Interaction of Thyroid Hormone Receptor and Steroid Receptor Coregulator 2. Thyroid hormone receptor beta (Homo sapiens), P10828. TRbeta-SRC2 peptide binding, fluorescence polarization; receptor liganded with 1 µM T3. Potency, µM (highest dose often 106 µM), for the others: at the top dose activity change, negative = inhibition, usual class: inhibitors. hit rate 0.065% among 280,000. AID 1469, 2008;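 also: potency is read from the fitted curve at half-maximal effect; plate controls were bound peptide for no effect and peptide without receptor for full effect; nearly all actives have a fitted effect of over 50% in size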
Target sequence (P10828 whole entry, looked up): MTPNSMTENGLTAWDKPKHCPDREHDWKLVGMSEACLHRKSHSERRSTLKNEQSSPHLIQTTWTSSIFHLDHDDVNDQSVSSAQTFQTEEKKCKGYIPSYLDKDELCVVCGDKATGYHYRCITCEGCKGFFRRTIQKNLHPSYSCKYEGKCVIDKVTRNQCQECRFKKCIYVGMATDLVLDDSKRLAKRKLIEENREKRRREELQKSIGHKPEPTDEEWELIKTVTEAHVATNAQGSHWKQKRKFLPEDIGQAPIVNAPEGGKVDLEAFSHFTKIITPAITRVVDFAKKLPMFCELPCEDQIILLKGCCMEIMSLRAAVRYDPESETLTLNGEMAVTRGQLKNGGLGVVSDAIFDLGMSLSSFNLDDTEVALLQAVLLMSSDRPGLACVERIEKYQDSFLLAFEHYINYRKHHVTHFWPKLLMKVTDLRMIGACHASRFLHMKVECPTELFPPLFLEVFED
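Polarization signal, normalized between peptide-alone and full complex controls, measured compound effects on T3-liganded human TRb LBD (0.6 uM) binding 20 nM Texas Red SRC2 peptide after 5 hr.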
Tau fluor cs = Counterscreen qHTS for Inhibitors of Tau Fibril Formation, Fluorescence Polarization. tau K18 P301L Alexa594 fluorescence, heparin fibrillization. Potency, µM (series often up to 57.7 µM), without a hit: at the top dose activity change, negative = decrease. hit rate 0.93% among 280,000; also: potency is read from the fitted curve at half-maximal effect; % is scaled to controls: 0 for no effect and ±100 for the full control effect; nearly all actives have a fitted effect of over 55% in size
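Human tau K18 P301L (15 uM unlabeled, 0.24 uM Alexa 594-labeled) in 100 mM sodium acetate pH 7 with 20 uM heparin, 6 hr at 37 C. ThT 30 uM added, 1 hr ambient; Alexa 594 FP and total fluorescence read at 555/632 nm.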
TR SRC2 fluor cs = Total Fluorescence Counterscreen for Inhibitors of the Interaction of Thyroid Hormone Receptor and Steroid Receptor Coregulator 2. TRb/SRC2 Texas Red total fluorescence interference. hit rate 0.29% among 280,000. Potency, µM (doses to about 106 µM), for the others: at the highest dose fluorescence change, negative = quenching; active = well fitted curve in either direction with a large enough effect; inconclusive = small, poorly fitted or top-dose-only effect; also: potency is read from the fitted curve at half-maximal effect; % is scaled to controls: 0 for no effect and ±100 for the full control effect
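Human TRb ligand-binding domain at 0.6 uM with 20 nM Texas Red SRC2 peptide in Tris buffer containing 1 uM T3 and 5% DMSO, incubated with compound 5 h at ambient temperature. Total fluorescence (555/632 nm) calculated as parallel + 2 × perpendicular.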
Epigenetic reg = Quantitative High-Throughput Screen for Regulators of Epigenetic Control; hit rate 0.2% among 280,000; murine LDR cells, GFP reporter derepression, 30 h; Potency, µM (highest dose often 53.9 µM), without a hit: at the top dose GFP activation, hits mostly activators; also: potency is read from the fitted curve at half-maximal effect; % of control where 0% means no effect; nearly all actives have a fitted effect of over 60% in size
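In this reporter-derepression format, murine cells bearing a silenced integrated CMV-GFP locus incubate with test compound (30 h, 37 C), then are washed and imaged; fluorescent objects of 20–120 um count as induced cells.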
Tau FP inhib = qHTS for Inhibitors of Tau Fibril Formation, Fluorescence Polarization; Potency, µM (top dose mostly 57.7 µM), for the others: at the top dose activity, negative = inhibition, most hits filed as inhibitors; K18 P301L tau heparin fibrillization, Alexa594 FP, 6 h; hit rate 0.39% among 280,000; also: potency is read from the fitted curve at half-maximal effect; % is scaled to controls: 0 for no effect and ±100 for the full control effect; nearly all actives have a fitted effect of over 55% in size
Target sequence (P10636 561-689 P618L limits assumed): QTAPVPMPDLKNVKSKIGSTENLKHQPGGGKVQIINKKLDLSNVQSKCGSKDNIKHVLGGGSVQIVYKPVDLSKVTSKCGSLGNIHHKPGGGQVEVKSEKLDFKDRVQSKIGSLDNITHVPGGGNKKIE
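Compound effects on tau fibrillization are measured by Alexa 594 fluorescence polarization (ex 555, em 632 nm). K18 P301L tau is used at 15 uM with 0.24 uM labeled tracer, and 20 uM heparin induces aggregation over 6 hr at 37 C.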
CBFb-RUNX1 inh = qHTS Assay for Compounds Blocking the Interaction Between CBF-beta and RUNX1 for the Treatment of Acute Myeloid Leukemia; AlphaScreen CBFb-His/RUNX1-biotin binding, biochemical; Potency, µM (series often up to 59.8 µM), for inactives: top-dose activity, negative = inhibition, hits mostly inhibitors; 230,000 tested, under 10 active; also: % of control where 0% means no effect
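Inhibition was taken as any reduction in AlphaScreen signal from the CBF-beta–RUNX1 pair (His and biotin tags, 30 nM each), measured after compound (15 min) and bead (90 min) incubations at room temperature.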
The depositor's hits bear a star; ? = inconclusive; . = no result given; & = joins results of further samples; [ ] = dose if it differs, or a comment. Unless noted, calls follow the shape of the dose curve; as a rule, active = well fitted curve in the direction sought with a large enough effect; inconclusive = small, poorly fitted or top-dose-only effect, or another doubt; inactive = no such curve, though single readings can be large; an effect the other way counts as inactive or inconclusive. These rows are one share of the data; the hit share may differ from the screen's.

SMILES | GLA spleen mod | NPSR antagonist | TRb SRC2 PPI | Tau fluor cs | TR SRC2 fluor cs | Epigenetic reg | Tau FP inhib | CBFb-RUNX1 inh
O=[N+]([O-])c1cccc(-c2csc(CS(=O)(=O)Cc3ccco3)n2)c1 | 0% | 5% | -3% | -21% | -4% | 2.1% | -9% | -1%
COCc1cc(C)nc(NC2CCCCC2)c1C#N | 14% | -24%[46.1 µM] | -17% | 0% | 3% | -1.0% | -3% | 26%
COc1ccc(N2CC3=C(C2=O)C(c2ccc(Br)cc2)NC(=O)N3C)cc1 (stereo unspecified) | . | . | -13% | -16% | 2% | 0.0% | 9% | .
COc1ccccc1NC(=O)NCCCN1CCN(c2ccc(F)cc2)CC1 | . | . | -7% | -21% | -1% | 0.5% | 4% | .
CCOc1ccc(NC(=O)CC2C(=O)N(c3ccc(C)cc3)C(=O)N2Cc2ccc(OC)cc2)cc1 (stereo unspecified) | . | . | -2% | -3% | -1% | -3.7% | 0% | .
CC1(C)CC(=O)CC(=Nc2ccc(C(=O)O)cc2)C1 | -3% | -7%[46.1 µM] | 1% | -3% | -5% | 0.9% | -3% | 8%
NS(=O)(=O)c1ccc(NC(=O)COC(=O)c2cn(-c3ccccc3)nc2-c2ccccc2)cc1 | -2% | -51% | -3% | ? | -2% | 8.3% | 11µM* | 5%
Cc1ccc(-n2ccnc(NCc3ccccc3)c2=O)cc1C | . | . | 2% | -5% | -2% | -3.1% | 3% | .
Cc1ccnc(NC(=O)CCC(=O)N(CC(=O)NCCc2ccccc2)Cc2cccs2)c1 | -7% | -15% | -6% | -2% | 0% | -4.8% | 0% | 1%
Cc1ccc(S(=O)(=O)Cc2ccc(C(=O)N3CCN(c4ccccn4)CC3)o2)cc1 | 16% | -15%[46.1 µM] | 0% | -15% | -3% | -0.2% | 7% | -2%
COCC(=O)Nc1cc(C)c2c(=O)oc3ccccc3c2n1 | -1% | 15% | 1% | -3% | -2% | 0.0% | -5% | 5%
O=C(O)c1cc2cc(Cc3cccnc3)ccc2o1 | -8%&-6% | -1%[46.1 µM] | 5%&2% | -1%&-4% | 1%&-2% | -0.1%&1.3% | -1%&-6% | -13%&14%
COc1ccccc1NC(=O)C1=C(C)Nc2nc(SCc3ccccc3)nn2C1c1ccccn1 (stereo unspecified) | . | . | -8% | -22% | -2% | -0.9% | -4% | .
Cc1cccc(C)c1NC(=S)Nc1ccccc1C(=O)NCc1ccco1 | 5% | 10% | 3% | -3% | -26% | 0.0% | 1% | -13%
Cc1ccc(-n2ncc3c(N4CCN(C)CC4)ncnc32)cc1 | . | . | 2% | -10% | -1% | 2.0% | -10% | .
CC(C)CCNC(=O)c1cccc(Nc2nc3ccccc3n3nnnc23)c1 | . | . | -3% | -12% | 0% | -0.4% | -5% | .
Cc1ccc(C(=O)N2NC(c3ccc(F)cc3)C3C(=O)N(c4ccc(C)c(C)c4)C(=O)C32)cc1 (stereo unspecified) | 6% | -5% | 6% | -7% | -1% | 1.3% | 1% | 1%[2.36 µM]
O=C1c2cnc3nc(SCc4ccc(Cl)cc4)nn3c2CC2c3ccccc3CCN12 (stereo unspecified) | 9% | ? | -11% | -16% | -2% | -0.9% | -2% | 1%
CCOC(=O)CN(C)C(=O)C1CCCN1C(=O)OC(C)(C)C (stereo unspecified) | -6% | . | 8% | . | -2% | . | . | 22%
CCCCNC(=O)CCn1c(=O)c2ccccc2n(Cc2ccc(Cl)cc2)c1=O | 1% | -2% | -6% | -3% | -2% | -1.1% | -5% | 10%
C/C(=N\Nc1ccc(S(N)(=O)=O)cc1[N+](=O)[O-])c1ccco1 | -2% | -23% | -5% | ? | -4% | 0.0% | -4% | -16%
Cc1ccc(-c2nnc(SCC(=O)N3CCCc4ccccc43)n2N)cc1 | -1% | -2%[46.1 µM] | -7% | 1% | -2% | -0.1% | -2% | -1%
COc1ccc(N2C(=O)C(Cl)=C(N3CCCC(C)C3)C2=O)cc1 (stereo unspecified) | 0% | -28%[46.1 µM] | 8% | ? | 1% | 0.9% | 28µM* | -28%
Nc1nc(SCC(=O)NC2CCCC2)[nH]c(=O)c1NC(=O)c1cccs1 | -3% | 11% | 7% | 23% | -1% | -2.6% | 3% | 12%
COC(=O)c1sccc1NC(=O)c1csc(C)c1 | 0% | -2%[46.1 µM] | -5% | -10% | 2% | 0.9% | -4% | 17%

The closing 2 compounds of the section before open the next one.
SMILES | GLA spleen mod | NPSR antagonist | TRb SRC2 PPI | Tau fluor cs | TR SRC2 fluor cs | Epigenetic reg | Tau FP inhib | CBFb-RUNX1 inh
Nc1nc(SCC(=O)NC2CCCC2)[nH]c(=O)c1NC(=O)c1cccs1 | -3% | 11% | 7% | 23% | -1% | -2.6% | 3% | 12%
COC(=O)c1sccc1NC(=O)c1csc(C)c1 | 0% | -2%[46.1 µM] | -5% | -10% | 2% | 0.9% | -4% | 17%
CCOc1c(OC(C)=O)ccc(/C=C/c2ccc3cccc(OC)c3n2)c1[N+](=O)[O-] | -3% | 8% | -5% | ? | -13% | -4.1% | ? | ?
O=C(OCCOCCO)c1ccccc1Nc1cccc(C(F)(F)F)c1 | -8%[29.1 µM] | . | 4%[53 µM] | . | 0%[53 µM] | 1.0%[16.9 µM] | . | -6%[21.7 µM]
COc1ccc(-n2ncc(C(=O)N3CCOCC3)c2C2CCN(C(=O)OC(C)(C)C)CC2)cc1 | . | . | -3% | -6% | -4% | -1.3% | -10% | .
Cc1ccc(C(=O)NC2CCCCC2)cc1 | 2% | -5%[46.1 µM] | 0% | -4% | 0% | 4.5% | -7% | 5%
Cc1cc(C)c(NC(=O)c2ccccc2CCc2ccccc2)c(C)c1 | -6% | -6%[46.1 µM] | 0% | -9% | -4% | 0.0% | -3% | 7%
O=C(COc1cccnc1[N+](=O)[O-])N1CCN(C(=O)c2ccco2)CC1 | -1% | -4% | -2% | -2% | 0% | -2.7% | -3% | -3%
CCOc1ccc(NC(=O)C2CCN(S(=O)(=O)c3c(C)noc3/C=C/c3cccs3)CC2)cc1 | . | . | 5% | ? | -2% | 2.0% | -9% | .
O=C(CNS(=O)(=O)c1ccc(Br)cc1)OCc1cc(=O)n2cc(Br)ccc2n1 | -1% | -10% | -1% | -1% | -1% | 0.7% | 2% | -4%
O=C(O)/C=C/C(=O)Nc1c(F)cccc1F | 8% | -14% | -4% | -27% | -5% | 0.0% | -11% | 1%
O=C(Nc1ccc(Cl)cn1)c1ccccc1[N+](=O)[O-] | 2% | 19% | -5% | -5% | -1% | -1.1% | -6% | 4%
CC(OC(=O)/C=C/c1cccs1)C(=O)Nc1ccc(S(N)(=O)=O)cc1 (stereo unspecified) | 10% | -4% | 6% | -12% | -5% | -0.2% | -9% | 3%
O=C(NCCc1ccccc1)c1nc2nc(-c3cccs3)cc(C(F)(F)F)n2n1 | 3% | -18%[46.1 µM] | -10% | 6% | -2% | 7.0% | 5% | 18%
CCOC(=O)Nc1ccc(OC)cc1S(=O)(=O)N1CCCCC1 | -9% | 21%[46.1 µM] | -6% | 2% | -1% | -13% | -3% | 6%
Cc1cccc(N=C2N=C(N)c3ccccc32)c1 | 9% | 0%[46.1 µM] | 2% | -12% | 2% | -0.9% | 10% | 1%
COc1ccc(-c2c(NC(=O)C(C)C)n(C)c3ccccc3c2=O)cc1 | -1% | -7%[46.1 µM] | -4% | -3% | -4% | 0.0% | -4% | 1%
COc1ccc(COC(=O)c2nc3nc(C)cc(C)n3n2)cc1F | -4% | -13%[46.1 µM] | -2% | -6% | -2% | -3.9% | -2% | -6%
O=C(Cn1nc(Cc2ccncc2)c2ccccc2c1=O)Nc1cccnc1Cl | 7% | 8% | 4% | 12% | -2% | 0.5% | 2% | 11%
O=C(NC(=S)Nc1cccnc1)c1cccs1 | 6% | 2% | -5% | -13% | -3% | -5.7% | -5% | 5%
CC(C)OCCCNC(=O)Cc1ccc(F)cc1 | 4% | 6% | 2% | 1% | -3% | -0.4% | 4% | 9%
CCOC(=O)c1ccc(N2C(=O)c3n[nH]c(C)c3C2c2ccc(OCC)cc2)cc1 (stereo unspecified) | . | . | -6% | -24% | -1% | 0.0% | ? | .
CC(=O)c1c(O)cc(=O)n(-c2ccccc2)c1-c1ccc(C)cc1 | 15% | -3%[46.1 µM] | -3% | -4% | 0% | 3.8% | -6% | 2%
O=C(CCCC(=O)OCC(Cl)=C(Cl)Cl)Nc1ccc(F)cc1 | 1% | 1%[46.1 µM] | 5% | -18% | -2% | -0.9% | -4% | 6%
Nc1nc(Nc2ccc(Cl)cc2)nc(NCc2ccco2)c1[N+](=O)[O-] | -1% | ? | -1% | ? | -5% | 7.4% | 16µM* | -14%
CCCOc1ccc(-c2cc(C(F)(F)F)c(C#N)c(SCC(=O)O)n2)cc1 | -3% | -43% | 4% | 3% | -3% | 0.0% | 8% | -3%
Cc1ccc(NC(=O)C2CCN(C(=O)c3cnn(-c4ccccc4)c3-n3cccc3)CC2)cc1 | . | . | 0% | -21% | 1% | -5.0% | 0% | .
CCOC(=O)N1CCC(NC(=O)c2cc(S(=O)(=O)N(CC)CC)ccc2F)CC1 | -3% | -1%[46.1 µM] | 2% | -6% | -1% | 7.0% | 0% | -1%
Cc1ccc(S(=O)(=O)Cc2nc3ccccc3c(=O)[nH]2)cc1 | 7% | 0%[46.1 µM] | 2% | -1% | -5% | 1.9% | 0% | 0%
O=c1c2sccc2nc(SCc2cc(=O)n3cc(Br)ccc3n2)n1Cc1ccccn1 | -2% | -20% | -5% | -17% | -1% | 6.1% | 0% | -19%
